Source: PubChem BioAssay (National Center for Advancing Translational Sciences (NCATS))
PLK1 PBD inh: blocks phosphopeptide binding to human PLK1 polo-box domain; actives 2.8% (n = 360,000); Potency, µM, without a hit: max response, negative = inhibition, usual class: inhibitors; P53350; AID 720504; Plk1 PBD binding of FITC phosphopeptide, fluorescence polarization; further: potency means the concentration at half of the fitted maximal effect; series mostly up to about 57 µM; on the % scale 0 is the no-effect control and ±100 the full control effect; nearly all actives have a fitted effect of over 65% in size
IL2 activator: activators of IL-2; IL-2 activation reporter assay, cell-based qHTS; stimulated with anti-CD3/CD4/CD28 beads; in transgenic mouse T cells; activation, % (series mostly up to about 46 µM); actives 0.065% (n = 360,000); AID 652025; in the data active means activation above about 50%; inconclusive means mostly about 30% to 49%; further: 0% is about no effect
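Readout is EGFP and DsRed signal by fluorescent plate cytometry after 18 h at 37 degrees C. Transgenic mouse T cells (750/well) received compound for 60 min before bead stimulation (anti-CD3, anti-CD4, anti-CD28); memory T cells served as non-tolerant control.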
PI5P4K alpha inh: PI5P4K alpha (human) kinase inhibition. P48426. PI5P4Kalpha enzyme, ADP-Glo luminescence, 60 min; active compounds read low. max response, %. actives 1.2% (n = 330,000). AID 652105; active means max response of -50% or lower; inconclusive means between -30% and -50%; inactive means -30% or higher; further: value at the top dose of about 77 µM; on the % scale 0 is the no-effect control and ±100 the full control effect
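ADP-Glo luminescence end-point read after a 60 min room-temperature kinase reaction of PI5P4Kalpha plus substrate, initiated with ATP at 5 microM final. Buffer: 0.038 M HEPES pH 7.4, EGTA, 0.1% CHAPS, 5% DMSO.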
WRN helicase inh: blocks human WRN helicase | Q14191 | WRN helicase unwinding, fluorescent forked duplex, kinetic | Potency, µM (highest dose often 114 µM), for inactives: at the highest dose activity change, negative = inhibition, usual class: inhibitors | actives 0.46% (n = 360,000) | AID 651768; further: potency means the concentration at half of the fitted maximal effect; on the % scale 0 is the no-effect control and ±100 the full control effect; nearly all actives have a fitted effect of over 55% in size
Target sequence (Q14191 whole entry, looked up): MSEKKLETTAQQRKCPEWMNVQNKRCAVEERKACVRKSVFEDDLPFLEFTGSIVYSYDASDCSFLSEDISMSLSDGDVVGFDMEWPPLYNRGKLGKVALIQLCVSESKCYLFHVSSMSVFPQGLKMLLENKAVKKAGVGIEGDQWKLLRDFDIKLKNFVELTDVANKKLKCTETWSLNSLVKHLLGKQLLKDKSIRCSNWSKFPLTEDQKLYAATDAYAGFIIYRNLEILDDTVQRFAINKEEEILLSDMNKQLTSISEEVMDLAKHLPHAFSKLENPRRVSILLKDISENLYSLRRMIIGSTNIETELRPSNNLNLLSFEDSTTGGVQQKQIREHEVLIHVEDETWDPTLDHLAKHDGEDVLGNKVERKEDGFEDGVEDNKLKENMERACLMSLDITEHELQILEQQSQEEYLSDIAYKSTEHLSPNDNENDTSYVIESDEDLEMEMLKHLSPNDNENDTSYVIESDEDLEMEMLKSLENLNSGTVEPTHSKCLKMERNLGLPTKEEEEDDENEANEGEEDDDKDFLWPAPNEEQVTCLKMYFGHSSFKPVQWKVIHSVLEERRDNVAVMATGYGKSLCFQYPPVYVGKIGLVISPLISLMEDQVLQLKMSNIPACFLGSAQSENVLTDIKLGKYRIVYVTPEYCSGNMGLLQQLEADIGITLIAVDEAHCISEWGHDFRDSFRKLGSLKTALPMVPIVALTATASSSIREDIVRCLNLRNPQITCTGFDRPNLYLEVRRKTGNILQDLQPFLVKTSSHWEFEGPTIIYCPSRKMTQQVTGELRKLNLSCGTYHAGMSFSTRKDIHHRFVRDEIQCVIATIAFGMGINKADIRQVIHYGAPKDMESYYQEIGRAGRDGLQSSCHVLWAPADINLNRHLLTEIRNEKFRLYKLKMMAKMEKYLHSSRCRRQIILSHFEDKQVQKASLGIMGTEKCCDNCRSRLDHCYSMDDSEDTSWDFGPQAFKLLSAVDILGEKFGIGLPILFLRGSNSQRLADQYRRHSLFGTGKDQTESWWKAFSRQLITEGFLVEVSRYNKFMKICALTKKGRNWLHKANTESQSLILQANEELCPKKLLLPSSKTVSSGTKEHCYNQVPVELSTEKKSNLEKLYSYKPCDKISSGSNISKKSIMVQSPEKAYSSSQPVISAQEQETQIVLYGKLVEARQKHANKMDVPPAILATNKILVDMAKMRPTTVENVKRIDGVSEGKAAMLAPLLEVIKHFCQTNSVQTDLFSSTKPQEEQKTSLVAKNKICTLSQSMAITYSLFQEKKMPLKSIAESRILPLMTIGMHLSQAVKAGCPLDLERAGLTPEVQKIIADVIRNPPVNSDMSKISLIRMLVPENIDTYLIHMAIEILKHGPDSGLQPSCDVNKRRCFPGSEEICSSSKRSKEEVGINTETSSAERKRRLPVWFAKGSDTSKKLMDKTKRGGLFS
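Screening of the MLSMR collection measured strand separation of a quenched forked DNA duplex (100 nM) by 20 nM WRN with 2 mM ATP, all final. Compounds were preincubated with enzyme 15 min at room temperature.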
D3 antag: antagonists of human D3 dopamine receptor. AID 652054. actives 2.5% (n = 360,000). D3R cells, DiscoveRx beta-arrestin luminescence, antagonist mode; active compounds read low. max response, negative = inhibition, %. P35462; in the data active means max response below about -50%; inconclusive means no clear call, values can overlap the other calls; further: on the % scale 0 is the no-effect control and ±100 the full control effect; mostly tested at two doses, the higher about 12 µM
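Cells expressing the human receptor were seeded at 1500 cells/well, incubated overnight at 37 degrees C in 5% CO2, then exposed to library compounds with dopamine controls for 90 minutes at 37 degrees C before luminescent detection.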
GLP-1R inv ag: GLP-1 receptor (human) inverse agonism; P43220; HEK293 GLP-1R CRE-luciferase, luminescence, 24 h; GLP-1R form is constitutively active; Potency, µM (doses to about 38.3 µM), for inactives: top-dose activity change, negative = inhibition, most hits filed as inhibitors; actives 1.6% (n = 410,000); AID 624417; further: potency means the concentration at half of the fitted maximal effect; on the % scale 0 is the no-effect control and ±100 the full control effect; nearly all actives have a fitted effect of over 55% in size
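Cells are plated, allowed 12 hours at 37 deg C, then treated with compounds for 24 hr before luciferase detection reagent is added and luminescence is read after 12 min at room temperature. The HEK293 line carries constitutively active GLP-1R with a cAMP-responsive reporter.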
GLP-1R agonist: agonists of human GLP-1 receptor | P43220 | HEK293 GLP-1R CRE-luciferase, luminescence, 4-6 h; cells express a hypersensitive GLP-1R form | Potency, µM (top dose mostly 45.6 µM), without a hit: at the highest dose activation, actives largely listed as activators | actives 0.007% (n = 380,000); further: potency means the concentration at half of the fitted maximal effect; % of control where 0% means no effect
DRD3 agonist: activates the human D3 dopamine receptor | max activation, % | AID 652048 | D3R DiscoveRx beta-arrestin cells, luminescence, 90 min | P35462 | actives 0.58% (n = 410,000); in the data active means max activation above about 30%; further: 0% is about no effect; mostly tested at two doses, the higher about 12 µM
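Agonist mode: compounds and dopamine controls were applied to plated cells for 90 min at 37 degrees C after an overnight attachment at 1500 cells/well. Luminescent read-out followed 30 - 60 minutes at room temperature with DiscoveRx detection reagent.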
HEK293 tox: cytotoxicity counter-screen for GLP-1 receptor inverse agonists. HEK293 cAMP-luciferase reporter cells, luminescence, 24 h. Potency, µM (series often up to 38.3 µM), for the others: at the highest dose activity change, negative = inhibition, hits mostly inhibitors. actives 0.13% (n = 410,000). AID 624418;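 further: loss of luciferase light is scored as toxicity; potency means the concentration at half of the fitted maximal effect; on the % scale 0 is the no-effect control and ±100 the full control effect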
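Luminescence readout: signal drop marks cytotoxicity. Plated cells grew 12 h at 37 °C, 5% CO2, received 23 nL compound for 24 h, then got luciferase reagent, read after 12 min at RT.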
Starred values were filed as active, the others as inactive; ? = inconclusive; · = no result given; [ ] = another dose, or the depositor's remark. Unless noted, the call rests on the fitted dose curve; in most records, active means well fitted curve in the direction sought with a large enough effect; inconclusive means small, poorly fitted or top-dose-only effect, or another doubt; inactive means no such curve, though single readings can be large; an effect the other way counts as inactive or inconclusive.

SMILES | PLK1 PBD inh | IL2 activator | PI5P4K alpha inh | WRN helicase inh | D3 antag | GLP-1R inv ag | GLP-1R agonist | DRD3 agonist | HEK293 tox
COc1ccc(CCCC(=O)N/N=C/c2cccc(OC)c2O)cc1C | 4% | -0.8 | 2 | -16% | 14 | -35% | 0% | 1 | ?
CS/C(=C(/C#N)S(=O)(=O)c1ccc(Cl)cc1)N1CCOCC1 | -1% | 0.1 | -3 | -3% | 39 | 3% | 4% | 0 | -21%
CC(C)N1CCC1(C)C(=O)Nc1ccc(-n2cccc2)cc1 (stereo not drawn) | -7% | 0.3 | -11 | -1% | -18 | ? | -7% | -1 | 9%
COc1ccccc1N1C(=O)CC(N2CCN(c3ccc([N+](=O)[O-])cc3)CC2)C1=O (stereo not drawn) | -11% | 0.9 | 1 | -4% | -23 | -16% | 0% | -2 | -27%
O=C(Nc1cccc(F)c1)c1oc2ccccc2c1NC(=O)C12CC3CC(CC(C3)C1)C2 | · | · | · | · | · | 10% | 0% | 1 | 14%
Cc1ccc(S(=O)(=O)N2CCOCC2)cc1NC(=O)CSc1ccc(Cl)cc1 | -22% | 0.0 | -9 | 5% | 15 | -20% | -6% | 0 | -1%
COc1cc(NC2c3ccccc3C(=O)N2Cc2ccccc2Cl)cc(OC)c1 (stereo not drawn) | -13% | -5.1 | 4 | -13% | -1 | 10µM* | 0% | 2 | -19%
COC(=O)c1ccc(NC(=O)CN(c2ccc3c(c2)OCO3)S(C)(=O)=O)cc1 | -2% | -0.6 | 0 | -4% | -9 | 15% | 3% | 2 | -14%
O=C(COC(=O)C1(c2ccc(Cl)cc2)CCCC1)Nc1ncc(C(F)(F)F)cc1Cl | -2% | 0.0 | 8 | -6% | 34 | ? | 6% | 4 | -1%
O=S1(=O)NC(=NCCOCCO)c2ccccc21 | -2% | 1.1 | 2 | 5% | -24 | -13% | 7% | 1 | -4%
Cc1cc(S(=O)(=O)N2CCOCC2)ccc1OCC(=O)N1CCCCC1 | -17% | -2.2 | -5 | -5% | -13 | 2% | 3% | -6 | 3%
C=CCn1cc(C(=O)NCCCOC)c(=O)c2cc(S(=O)(=O)N(CC)CC)ccc21 | -5% | -1.7 | · | 8% | 21 | 0% | 5% | 1 | -6%
COC(=O)C(NC(C)=O)(Nc1ccc(Br)cc1)C(=O)OC | -6% | -1.5 | · | -7% | -18 | 14% | -9% | -6 | 22%
O=C(Nc1ccc2c(c1)OCO2)N1CCN(c2ccc(F)cc2)CC1 | -1% | -4.6 | 6 | -11% | 14 | -48% | 22% | -3 | -19%
C[C@H](CO)N1C[C@H](C)[C@@H](CN(C)S(=O)(=O)c2ccccc2)Oc2ccc(NC(=O)Nc3ccc(C(F)(F)F)cc3)cc2C1=O | -9% | -0.3 | 2 | -7% | 6 | ? | -2% | -8 | ?
O=C(O)CSC(=S)N1CCCC1 | -3% | -0.3 | 0 | 6% | 5 | 17% | 0% | 9 | 7%
OCCN1CCN(CC#CCC(c2ccccc2)c2ccccc2)CC1 | -5% | -0.8 | -9 | 3% | -30 | ? | 4% | -15 | 3%
Cc1cccc(NC2=C(Cl)C(=O)OC2NC(=O)c2ccccc2)c1 (stereo not drawn) | -3% | -0.6 | · | -3% | -13 | 0% | -3% | -1 | -27%
COc1ccc(-c2nnc(NC(=O)CSc3ccc(C)cc3)s2)cc1OC | -4% | -2.9 | -9 | -10%[57.1 µM] | -3 | 29% | -5% | 5 | -5%
Cc1ccc(Cl)cc1S(=O)(=O)N1CCC(C(=O)NC2CCN(Cc3ccccc3)CC2)CC1 | 6% | -0.4 | 3 | 6% | ? | ? | 7% | -20 | 18%
COc1ccc(C(=O)Nc2ccc(S(=O)(=O)N3CCCCC3C)cc2)c(OC)c1OC (stereo not drawn) | -9% | -2.5 | · | -22% | -13 | -28% | 4% | -8 | ?
O=C(NCCSc1ccc(Cl)cc1)c1ccc(CN2CCOCC2)cc1 | -9% | 0.0 | 0 | 2% | -9 | -6%[7.66 µM] | 12% | -4 | -1%[7.66 µM]
CN1CCN(NC(=O)Nc2cccc(Cl)c2Cl)CC1 | -7% | -0.7 | 2 | -10% | 12 | -16% | 10% | 1 | -4%
COc1ccccc1CNC(=O)CCCn1nc(C)n2ccnc2c1=O | -9% | 0.5 | -4 | 5% | -2 | 14% | -2% | -4 | 8%
Fc1ccc(CSc2nnc3ccc(-c4ccncc4)nn23)cc1 | -8% | -0.4 | 2 | 0% | -12 | 6% | 8% | -12 | -4%
O=C(CCCN1C(=O)c2ccccc2C1=O)N1CCN(c2ccccn2)CC1 | -12% | -2.4 | · | 5% | -23 | 0% | 1% | -1 | 23%
COc1cc(/C=N\NC(=O)c2ccc(Cn3nc([N+](=O)[O-])c(Cl)c3C)o2)ccc1O | -4% | -0.3 | 1 | -26% | -27 | 1% | 2% | 5 | 2%
CCn1c(COc2ccc3c(c2)CCCC3)nnc1SCC(=O)Nc1ccc(C(=O)OC)cc1 | -8% | -2.6 | -2 | 0% | -8 | 19% | -6% | 5 | 31%[activator]
COc1cc(CNCc2cccs2)ccc1OCC(=O)NC(C)(C)C | -9% | -2.0 | · | -1% | -24 | 0% | 1% | -19 | 1%
Cc1cc(OCC(C)C)ccc1/C(O)=C1/C(=O)C(=O)N(Cc2cccnc2)C1c1ccncc1 (stereo not drawn) | -5% | 0.7 | -5 | 9% | 0 | 24% | -9% | 4 | 6%
CCCCNC(=O)CC(NS(=O)(=O)c1ccc(C)cc1)c1ccco1 (stereo not drawn) | -6% | 1.5 | · | -5% | 4 | 82%[activator] | -11% | -11 | -9%
COc1ccccc1/C=C/C=N/N1CCN(Cc2ccc(Cl)cc2)CC1 | 5% | -0.9 | · | 0% | ? | 0% | -5% | -51 | -11%
CN(C)c1ccc(C(=O)N2CC(=O)N(CCc3ccccc3)C(=O)C2)cc1 | -13% | -6.5 | -3 | -21% | -14 | -3% | 3% | 0 | -2%
Oc1ccc(Oc2ccc(Oc3ccc(O)cc3)cc2)cc1 | 5% | -2.9 | 5 | -1% | 8 | ? | 2% | 2 | -19%
CCOc1ncccc1C(=O)OCc1csc(CC(=O)Nc2ccccc2C)n1 | 1% | -0.7 | -6 | 7% | -22 | 16% | -7% | 0 | 6%
CN(CCCn1ccc(NC(=O)OCc2ccccc2)nc1=O)CCc1ccccn1 | 7% | -1.5 | 1 | 3% | -2 | 11% | 0% | 7 | 2%
COc1cc(CNCCN(C)C)ccc1OCc1c(F)cccc1Cl | -14% | -3.0 | 6 | -4% | -51* | ? | 3% | -18 | -4%
COc1cccc(NC(=S)/C(=C(\[O-])c2ccc(C)c([N+](=O)[O-])c2)[n+]2ccccc2)c1 | -27% | 0.8 | 2 | -2% | ? | 6% | 0% | -6 | 6%
COc1ccc(-c2cc(C(F)(F)F)c(C#N)c(SCC(=O)Nc3nc(C)co3)n2)cc1 | -9% | 2.6 | · | 0% | 31 | 3% | -2% | 2 | 12%
CCCNC(=O)C(Cc1ccccc1)NC(=O)Cc1ccccc1 (stereo not drawn) | 1% | -0.3 | 6 | 3% | 1 | 22% | -1% | 20 | -1%
Cc1cn([C@H]2C[C@H](O)[C@@H](CNC(=O)CNC(=O)CN)O2)c(=O)[nH]c1=O | 3% | 3.0 | 3 | 8% | 10 | 13% | 0% | -3 | 3%
CC(/C=N/Nc1nc(C)cc(=O)[nH]1)=C\c1ccccc1 | -11% | 0.0 | -15 | -5% | -10 | 2% | -3% | -14 | 2%
CN(c1ccccc1)c1nc(N)c([N+](=O)[O-])c(Nc2ccc(F)cc2)n1 | 4% | -0.2 | 8 | 1% | 29 | 27% | 29% | 2 | -10%
N#Cc1ccc(Oc2nc(C(N)=O)cc(-c3ccccc3)n2)cc1 | -6% | -0.1 | 4 | -1% | 20 | 24% | -9% | -8 | 5%
Cc1ccc(NC(=O)c2cc(S(=O)(=O)N3CCCC3)cn2C)cc1C | -4% | -0.4 | 1 | 4% | -4 | 2% | -3% | 2 | 13%
COC(=O)C[C@@H]1C=C[C@@H](NS(=O)(=O)c2ccc(OC)cc2)[C@@H](CO)O1 | 4% | 0.9 | -2 | -2% | 16 | 17% | · | 0 | -16%
CCc1nnc(NC(=O)CSc2nc3c([nH]c4ccccc43)c(=O)n2CCOC)s1 | -5% | -0.8 | -8 | -2% | 9 | 7% | 1% | 5 | -4%
CCCC(O)(c1ccc(OC)cc1)C(CN1CCOCC1)c1ccc(Cl)cc1 (stereo not drawn) | 4% | -1.1 | 7 | 2% | -16 | ? | -3% | -1 | -5%
COC(=O)CNC(c1ccccc1)c1cc(Br)ccc1NC(=O)CNC(=O)OCc1ccccc1 (stereo not drawn) | -4% | -0.4 | 5 | -14% | -3 | ? | -4% | -11 | ?
Cc1ccc(S(=O)(=O)NCC(=O)NCC(=O)NCCc2ccccc2F)cc1C | -2% | 0.1 | -5 | 4% | -20 | 7% | 8% | 5 | -16%
COc1ccc(C2(CNC(=O)Cc3ccc(OC)c(OC)c3)CCCC2)cc1 | -4% | -0.2 | 10 | 6% | -12 | -24% | 10% | -7 | -3%
CCCCSCCCNC(=O)CS(=O)Cc1nc(-c2cccc(C)c2)oc1C (stereo not drawn) | -2% | 1.7 | 1 | -4% | 2 | -1% | -6% | 6 | -20%
Cc1cc(C(C)(C)C)oc1C(=O)N(CC(=O)NC1CCCC1)c1cccc(C(F)(F)F)c1 | 0% | -3.2 | · | -12% | -23 | ? | 1% | -2 | ?

2 records picked at random from those above:
SMILES | PLK1 PBD inh | IL2 activator | PI5P4K alpha inh | WRN helicase inh | D3 antag | GLP-1R inv ag | GLP-1R agonist | DRD3 agonist | HEK293 tox
CCc1nnc(NC(=O)CSc2nc3c([nH]c4ccccc43)c(=O)n2CCOC)s1 | -5% | -0.8 | -8 | -2% | 9 | 7% | 1% | 5 | -4%
Cc1cn([C@H]2C[C@H](O)[C@@H](CNC(=O)CNC(=O)CN)O2)c(=O)[nH]c1=O | 3% | 3.0 | 3 | 8% | 10 | 13% | 0% | -3 | 3%
